# EBNA-1 inh – blocks EBNA-1 binding to DNA; actives 0.34% (n = 300,000); EBNA-1 DNA binding, fluorescence polarization; inhibition, % at 14.8 µM; in the data active = inhibition above about 28%
# CTSL1 counter – counter-screen for PFM18AAP inhibitors: inhibitors of F. hepatica cathepsin L1; AID 1906; inhibition, % at 5.96 µM; recombinant F. hepatica cathepsin L1, Z-Leu-Arg-MCA fluorescence; actives 0.49% (n = 300,000);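 active = inhibition above the mean of all tested compounds plus 3 SD, set per screening campaign, cut at about 17% in these data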;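 note: 0% = plate median of test compound wells and 100% = 1 µM Z-Phe-Ala-diazomethylketone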
# TPT1 inhibitor – blocks Candida albicans tRNA 2'-phosphotransferase. actives 0.81% (n = 300,000). inhibition, % at 5 µM. recombinant caTPT1, FP RNA substrate dephosphorylation. AID 1962;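 active = inhibition above the mean of all tested compounds plus 3 SD, set per screening campaign, cut at about 24% in these data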;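 note: plate controls were DMSO alone for no effect and ferristatin control at 100 nM for full effect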
# ZTA counter – ZTA (EBV) inhibition in EBNA-1 counter-screen | actives 0.15% (n = 320,000) | P03206 | inhibition, % at 11 µM | ZTA-DNA binding, fluorescence polarization | AID 2234; in the data active = inhibition above about 33%
# Target sequence (P03206 whole entry, looked up): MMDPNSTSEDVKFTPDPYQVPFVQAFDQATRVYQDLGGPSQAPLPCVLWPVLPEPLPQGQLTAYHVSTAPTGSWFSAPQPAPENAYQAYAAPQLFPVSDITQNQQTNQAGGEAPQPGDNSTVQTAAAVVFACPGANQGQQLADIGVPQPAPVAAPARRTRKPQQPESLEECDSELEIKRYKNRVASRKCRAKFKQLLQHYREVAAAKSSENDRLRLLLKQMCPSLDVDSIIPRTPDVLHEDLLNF
# PP1 inh – PP1-alpha (human) inhibition in PP5 counter-screen; P62136; purified PP1alpha, OMFP fluorescence; inhibition, % at 6.7 µM; actives 0.9% (n = 320,000);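 active = inhibition above the mean inhibition of all tested compounds plus 3 SD, computed separately for each screening campaign, cut at about 15% in these data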
# Target sequence (P62136 whole entry, looked up): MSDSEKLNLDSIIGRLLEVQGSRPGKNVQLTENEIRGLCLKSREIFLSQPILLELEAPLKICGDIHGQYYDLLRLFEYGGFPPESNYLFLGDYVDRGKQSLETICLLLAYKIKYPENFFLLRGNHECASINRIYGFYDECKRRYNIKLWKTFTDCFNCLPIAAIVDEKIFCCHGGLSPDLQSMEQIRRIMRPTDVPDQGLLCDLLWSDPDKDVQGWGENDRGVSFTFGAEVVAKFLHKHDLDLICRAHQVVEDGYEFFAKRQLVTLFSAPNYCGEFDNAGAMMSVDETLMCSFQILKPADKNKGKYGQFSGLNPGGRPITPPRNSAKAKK
# PP5 inh – PP5 (human) phosphatase inhibition. actives 0.18% (n = 320,000). purified PP5c, OMFP substrate fluorescence. inhibition, % at 6.7 µM. AID 1987. P53041;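 active = inhibition above the campaign's mean inhibition across all tested compounds plus 3 SD, cut at about 9.5% in these data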;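 note: 0% = DMSO only and 100% = 100 µM cantharidin control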
# Target sequence (P53041 whole entry, looked up): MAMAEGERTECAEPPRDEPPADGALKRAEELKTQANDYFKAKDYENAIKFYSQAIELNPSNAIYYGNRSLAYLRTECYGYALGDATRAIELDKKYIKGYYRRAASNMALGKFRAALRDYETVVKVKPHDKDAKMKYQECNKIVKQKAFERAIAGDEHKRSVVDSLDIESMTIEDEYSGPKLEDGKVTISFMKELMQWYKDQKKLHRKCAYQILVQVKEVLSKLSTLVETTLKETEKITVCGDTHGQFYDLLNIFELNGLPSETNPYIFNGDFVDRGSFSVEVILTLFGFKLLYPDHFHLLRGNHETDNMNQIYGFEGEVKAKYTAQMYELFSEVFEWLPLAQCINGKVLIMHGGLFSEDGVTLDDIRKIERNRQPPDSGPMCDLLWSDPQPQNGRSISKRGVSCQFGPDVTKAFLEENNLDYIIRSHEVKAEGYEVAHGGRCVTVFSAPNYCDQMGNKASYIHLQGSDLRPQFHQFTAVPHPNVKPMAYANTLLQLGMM
# PREPL inh – human PREPL enzyme inhibition; inhibition, % at 5.96 µM; actives 0.68% (n = 320,000); AID 2751; recombinant PREPL, fluorescence polarization activity-based probe; in the data active = inhibition above about 43%;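 note: 0% = enzyme with DMSO and 100% = wells lacking enzyme; many of its hits are not listed in these tables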
# HCV core dimer – blocks dimerization of HCV core protein; TR-FRET GST/Flag-core106 dimerization, 1536-well; inhibition, % at 5 µM; actives 0.33% (n = 300,000); AID 1899;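 active = inhibition above the mean of all tested compounds plus 3 SD, set per screening campaign, cut at about 45% in these data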
#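 System: GST/Flag-tagged HCV core106 proteins. Incubation: compound-protein-antibody incubation 4 h at 22.5 °C. Technique: HTRF with 340 nm excitation, 617/671 nm emission. Medium: KF-containing HEPES buffer, pH 7.45, DTT, CHAPS, BSA. Read-out: inhibition (%) from 671 over 617 nm ratio. Also added: Eu(K)-anti-GST 90 ng/mL plus XL665-anti-Flag 1 µg/mL.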
# Efflux pump inh – blocks antifungal efflux pumps in multiplex yeast assay; S. cerevisiae Candida pump triplex, Nile Red efflux; inhibition, % at 10 µM; actives 0.44% (n = 330,000); AID 485275;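 active = plate passing quality check with inhibition over a set limit, or well fluorescence over plate mean plus 4 SD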;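 note: Nile Red retained in pooled yeast measured as flow cytometry median fluorescence; 0% = buffer negative control and 100% = Enniatin B positive control; higher means more Nile Red kept so more efflux inhibition; some compounds called inactive have numbers as strong as hits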
# An asterisk follows results filed as active; nt = not tested or not shown.
# Sample of the layout:
mol,EBNA-1 inh,CTSL1 counter,TPT1 inhibitor,ZTA counter,PP1 inh,PP5 inh,PREPL inh,HCV core dimer,Efflux pump inh
O=C(Cc1ccccc1)Nc1ccc(NC(=O)c2cccc(Cl)c2)cc1,5,0,2,-3,-1,0.3,2,13,0.0
Nn1c(SCC(=O)Nc2ccc3c(c2)OCO3)nncc1=O,-10,1,3,1,-3,-0.2,1,-4,0.1

# Results, from the first entry:
mol,EBNA-1 inh,CTSL1 counter,TPT1 inhibitor,ZTA counter,PP1 inh,PP5 inh,PREPL inh,HCV core dimer,Efflux pump inh
O=C(Cc1ccccc1)Nc1ccc(NC(=O)c2cccc(Cl)c2)cc1,5,0,2,-3,-1,0.3,2,13,0.0
Nn1c(SCC(=O)Nc2ccc3c(c2)OCO3)nncc1=O,-10,1,3,1,-3,-0.2,1,-4,0.1
Clc1ss/c(=N\c2ccccn2)c1Cl,-13,6,2,6,-2,2.5,12,0,0.3
CCOc1ccc(NC(=O)CSc2ccc3nnc(-c4cccnc4)n3n2)cc1,0,3,-1,7,-4,-1.1,3,9,0.0
COc1ccc(C2c3c(oc4ccc(Cl)cc4c3=O)C(=O)N2CCN2CCOCC2)cc1 (stereo not given),-3,-1,2,4,4,0.9,2,1,-0.2
CC(=O)OC(COc1ccc(F)cc1)Cn1cnc2ccccc21 (stereo not given),7,-3,-5,-1,0,0.5,-1,-5,-0.1
O=C(NNC(=O)c1ccccc1F)c1ccc(Cl)c(S(=O)(=O)N2CCOCC2)c1,nt,nt,nt,-27,-4,-0.2,18,nt,-0.2
O=C(Nc1ccc2c(c1)OCO2)c1c(Cl)nc2sccn12,9,-3,-1,-2,-1,-0.2,-6,5,-0.2
C=CCOc1cccc(C2/C(=C(\O)c3ccc(F)cc3)C(=O)C(=O)N2CCN(C)C)c1 (stereo not given),0,-1,2,27,2,1.2,9,1,0.0
COc1ccc(S(=O)(=O)N(CC(=O)N2CCOCC2)c2cc(Cl)ccc2OC)cc1OC,-3,-1,2,-13,-1,3.5,1,-5,0.1
COc1cc2c(cc1OC)C(C)N(C(=O)Cc1ccc(C(F)(F)F)cc1)CC2 (stereo not given),15,3,2,3,-1,0.1,-7,6,-0.1
COc1cccc(-c2cccc(NC(=O)C3CCN(Cc4cnn(C)c4)CC3)c2)c1,-10,11,-2,-17,-3,-3.5,7,3,-0.1
CCOC(=O)C1CCN(C(=O)c2cc(S(=O)(=O)N3CCCCC3)ccc2C)CC1,0,3,-6,6,-1,-0.9,26,1,-0.6
COC(=O)c1ccccc1-c1ccc(/C=N/NC(N)=O)o1,10,0,-3,-2,-4,-0.8,0,-2,0.0
CN1CCN(CCOCCOc2c(Cl)cc(Cl)cc2Cl)CC1,1,0,1,1,0,-1.1,-15,-2,-0.1
CCOC(=O)CCc1c(C)c(C#N)c2nc3ccccc3n2c1-n1ccnc1,1,3,-8,8,-2,0.1,0,-5,-0.1
Cc1nc(C(=O)NNC(=O)c2ccccc2Cl)c(C(F)(F)F)o1,5,2,-2,3,-1,-0.2,3,-5,-0.1
O=C1CCC/C(=N/NC(=O)c2cc(NS(=O)(=O)c3cccs3)cc(NS(=O)(=O)c3cccs3)c2)C1,-9,-9,11,3,-3,1.6,15,1,0.0
C=CCSC1=C(C#N)C(c2ccccc2OCC)C(C#N)C(=O)N1 (stereo not given),3,1,-1,-2,10,0.3,3,0,-0.1
COc1cc(NC(=O)Nc2cccc(Cl)c2)c(OC)cc1NC(=O)CN1CCCCC1,5,3,-4,5,8,9.1,15,2,0.1
CC(C)[C@H](NC(=O)OCc1ccccc1)C(=O)OCC(=O)NC1CCCCC1,2,-14,0,-9,-2,-2.5,29,-3,0.0
Cn1cnnc1SCC(=O)Nc1ccc2c(c1)CCC2,5,0,0,6,2,0.2,-4,0,-0.1
NS(=O)(=O)c1ccc(CCNC(=O)C(=O)C2C(=O)Nc3ccccc32)cc1 (stereo not given),7,4,-2,-15,0,-0.4,19,-8,-0.1
Cc1cc(C)n(-c2nnc(NC34CC5CC(CC(C5)C3)C4)nn2)n1,2,2,1,6,0,0.1,-5,-5,0.8
COc1cccc(OC)c1C(=O)Nc1cccc(C(C)=O)c1,2,-2,-2,3,-1,1.6,8,-1,0.0
CSC1=C(C#N)C(c2cccc(Br)c2)CC(=O)N1 (stereo not given),1,3,-7,-9,0,-0.6,9,-3,-0.1
CC1CCCN(S(=O)(=O)c2ccc3oc(=O)ccc3c2)C1 (stereo not given),10,-1,1,-9,7,-2.5,18,-4,-0.2
COc1ccc(CNC(=O)c2c[nH]c3c(OC)cc(OC)cc3c2=O)cc1,-1,0,3,14,1,3.6,-5,0,0.1
Cc1cc(C)c(C(=O)N(C)CC2CCCN(CCc3ccccc3F)C2)o1 (stereo not given),10,0,1,16,-4,-1.7,-7,-2,-0.1
CC1(C)OC(=O)N(NCc2ccccc2)C1(C)O (stereo not given),-2,-8,-4,-16,0,0.7,7,-12,-0.2
O=S(=O)(NCc1ccc(F)cc1)c1ccc(-n2cnnn2)cc1,-17,-3,4,-6,3,2.0,10,-4,0.3
CC(C)c1ccccc1NC(=O)c1ccccc1NC(=O)C1CCCCC1,2,-1,-1,5,5,5.8,0,2,0.2
CCOc1ccc(C(=O)NC2CCN(C(=O)Nc3ccccc3OC)CC2)cc1,-1,-1,-2,12,-3,-1.3,1,0,0.0
Cc1ccc(S(=O)(=O)Nc2cc3c4c(c2)CCC(=O)N4CCC3)cc1,-4,4,-2,-11,-7,-0.5,8,-2,0.1
COc1ccc(C2(C(=O)NCc3ccccc3Cl)CCOCC2)cc1OC,-11,1,-1,0,2,0.1,0,5,0.2
CCCCN(C)C1=CC2=CC(=C(C#N)C#N)CCC2CC1 (stereo not given),13,1,3,8,-72,-57,33,-15,5.5*
CN(C)C(=O)c1ccc(NC(=O)c2cccnc2)cc1,-5,1,-6,-7,-5,0.1,1,0,0.0
CCOC(=O)C(C)NC(=O)CCc1nnc2ccc(N3CCC(C)CC3)nn12 (stereo not given),-12,0,2,-28,-2,2.7,2,-3,0.1
CC(=O)NC1C(=O)N(CCc2ccccc2)c2ccccc21 (stereo not given),-3,1,3,10,-3,-0.8,-2,-2,0.1
CC1(c2ccc(Cl)cc2)NC(=O)N(CC(=O)NCCC2=CCCCC2)C1=O (stereo not given),nt,nt,nt,7,1,3.6,18,nt,0.4
NS(=O)(=O)c1ccc(CNS(=O)(=O)c2cccc3nonc23)cc1,-1,0,3,0,-3,2.2,8,-4,0.3
O=C(CN1CCN(c2ccc(Cl)cc2)CC1)c1ccc2c(c1)OCO2,-4,0,-1,5,-2,1.1,25,7,0.0
O=C(Nc1ccc(Br)cc1)C1CCCC1,-9,1,3,-16,-1,1.4,-10,-15,0.3
COc1ccc(N/C=C/C(=O)c2ccccc2)cc1,2,-5,-4,-2,-4,1.0,3,9,0.0
Nc1ccc(NC(=O)NC2CCCCC2)cc1[N+](=O)[O-],-2,-2,5,-15,2,-1.9,-1,-13,0.0
O=C1CN(C(=O)NCCC(=O)NC2CCCCC2)c2ccccc2N1,-2,2,-5,-25,2,2.4,5,-15,-0.3
CC1CCCCC1NC(=O)CN1CCC(NC(=O)c2ccc([N+](=O)[O-])cc2)CC1 (stereo not given),-5,4,-1,10,1,3.3,-8,7,0.0
COc1cc(C(=O)NNC(=O)c2ccc3ccccc3n2)cc(OC)c1OC,nt,nt,nt,-4,2,1.4,7,nt,-0.2
CCCn1c2c(c(=N)c3c1CCC3)CCC2,6,-1,-5,3,-2,-1.4,16,-1,-0.1
Cc1c(C(=O)NCC2CCCO2)oc2ccc3c(c12)C(=O)CC(C)(C)O3 (stereo not given),8,2,2,12,-1,-0.1,3,-5,-0.1
O=C(CSc1nc2ccsc2c(=O)n1Cc1ccc(C(=O)O)cc1)NCC1CCCO1 (stereo not given),-1,-1,-7,-1,0,1.1,4,-8,0.0
C=CCn1c(CSCc2ccc(Cl)cc2)nnc1SCC(=O)NCc1ccccc1,-9,1,-2,-1,-1,1.7,1,7,0.1
O=C(CC(=O)Nc1nc(C23CC4CC(CC(C4)C2)C3)cs1)NCCO,-50,0,0,-8,-3,2.7,-2,-5,0.0
O=C(N/N=C/c1ccc(N2CCOCC2)cc1)c1ccccc1OCCOc1ccccc1,2,1,12,13,3,1.1,18,31,0.3
CCCCN1C(=O)C(=O)N(CC(=O)Nc2cc(Cl)ccc2OC)C1=O,nt,nt,nt,4,-2,-2.2,-2,nt,0.2
C/C(CC(=O)Nc1ccc2c(c1)OCO2)=N\NC(=O)C(c1ccccc1)c1ccccc1,2,-1,3,3,0,-0.5,22,-7,0.2
Cc1c(C(=O)N2CCCCC2)sc(NC(=O)C(C)C)c1C#N,-2,-1,2,-5,-1,1.2,-1,0,-0.1
CC(=O)N1CCN(S(=O)(=O)c2cccc(C(=O)Nc3ccccc3N3CCCC3)c2)CC1,-15,2,2,-7,-2,1.4,16,0,0.1
CN(C)CCCN(C(=O)c1ccc2c(c1)CCCC2)c1nc2ccc(F)cc2s1,-1,6,-2,-2,5,-0.6,-8,1,0.1
CCCOc1cccc(-c2cc(C(=O)NN)c3ccccc3n2)c1,10,3,-4,10,2,1.9,8,-4,-0.2

# Next section.
mol,EBNA-1 inh,CTSL1 counter,TPT1 inhibitor,ZTA counter,PP1 inh,PP5 inh,PREPL inh,HCV core dimer,Efflux pump inh
C=CCNC(=S)Nc1ccc(Cl)cc1F,-4,-3,-1,-7,-6,-1.2,14,-3,0.2
COc1cc(OC)c(OC)cc1/C=N/NC(=O)CCc1c(C)n[nH]c1C,-1,3,-4,5,-3,-0.3,12,-1,-0.1
CN(C)C(=O)CSc1nc2ccccc2n1CC(=O)N1CCN(c2ccccc2)CC1,-4,1,0,-15,-2,1.5,21,-7,0.1
COc1ccc2nc(NC(=O)C3CSC4(C)CCC(=O)N34)sc2c1 (stereo not given),-4,0,-2,8,-3,-1.8,-10,4,0.1
Cc1sc(-n2c(C)cc(/C=N/n3cnnc3)c2C)c(C#N)c1C,-4,0,-1,2,-4,1.9,6,3,0.1
Cc1cc(C)n2c(Nc3ccc4c(c3)OCCO4)c(-c3ccccc3)nc2n1,-9,-3,-6,-9,-3,6.7,-16,8,0.0
CC1CCCC(NC(=O)CCNS(=O)(=O)c2ccc(Br)cc2)C1C (stereo not given),-4,0,-1,-12,-3,-0.4,5,-2,0.0
CN(CC(=O)Nc1ccc(Cl)cc1)C(=O)CNC(=O)c1ccc2c(c1)OCO2,-5,0,0,1,-4,-1.0,-12,1,0.1
Cc1ccc(Oc2cc(C)nc(-c3ccccc3O)n2)cc1,13,1,-3,3,1,1.9,15,-1,-0.1
CCCn1nc(C(=O)NNC(=O)CCOc2ccccc2OCC)c2ccccc2c1=O,-4,-9,2,-21,-1,-1.2,3,-4,-0.1
N=c1c(C(=O)NC2CCCCC2)cc2c(=O)n3ccccc3nc2n1Cc1cccnc1,6,4,1,-4,3,-0.8,2,-4,0.2
CSCCC(NC(=O)/C(=C/c1ccco1)NC(=O)c1ccc(Br)o1)C(=O)O (stereo not given),2,2,-5,-2,-2,-2.3,0,-12,-0.1
COc1cccc(CNC(C)C(=O)Nc2ccc3c(c2)OCCO3)c1 (stereo not given),6,1,2,-2,-2,-0.5,-5,2,0.1

# Compound activity deposited in PubChem BioAssay by several laboratories.

# Some of the compounds tested, so the mix of outcomes need not match the whole.
